Rad51 HR inh = Rad51 (human) homologous recombination inhibition | 0.085% of 200,000 active | hRad51 DNA strand exchange, fluorescence dequenching | Q06609 | inhibition, % at 10 µM;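 active means inhibition above 40% at the single screening dose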;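 further: 0% = DMSO control wells and 100% = blanks with heterologous ssDNA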
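Material: hRad51 filaments on single-stranded DNA; Reagent: Donor/quencher-labelled 47-bp dsDNA substrate; Compound: 10 µM final, single point; Schedule: 37 °C 15-min filament assembly, 30-min compound preincubation, 15-min exchange; Technique: FRET fluorescence, excitation 485 nm, emission 520 nm; Benchmarks: control wells and blank wells on each plate.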
14-3-3 Bad inh = disrupts binding of bovine 14-3-3 zeta to phospho-Bad peptide | P63103 | TR-FRET 14-3-3zeta/Dy647-pBad peptide displacement, 1 h | inhibition, % at 21.7 µM | 0.71% of 220,000 active | AID 781;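 active means inhibition above about 70%, limit read from the data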;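 further: 0% = full 14-3-3 plus peptide FRET controls and 100% = background without 14-3-3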
Target sequence (P63103 whole entry, looked up): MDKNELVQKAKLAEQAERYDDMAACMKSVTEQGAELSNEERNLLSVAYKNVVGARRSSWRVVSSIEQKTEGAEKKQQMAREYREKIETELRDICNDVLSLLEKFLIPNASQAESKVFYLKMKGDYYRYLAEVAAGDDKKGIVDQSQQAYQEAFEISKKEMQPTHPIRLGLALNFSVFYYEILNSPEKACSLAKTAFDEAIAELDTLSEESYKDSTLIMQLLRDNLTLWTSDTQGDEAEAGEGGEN
MDM2 E3 inh = inhibitors of human Mdm2 E3 ubiquitin ligase. cell-based MDM2 ubiquitination luciferase reporter, 2 h; 0 = plate control, 100 = twice control, blank-subtracted. signal enhancement, % at 5 µM. 0.11% of 210,000 active;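 active means signal enhancement of 30% or more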;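 further: luminescence tracks abundance of the self-degrading MDM2-luciferase fusion protein; higher signal means inhibition of MDM2 E3 ligase activity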
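Timing – 2 h compound exposure at 37 °C · Assay system – mammalian cells stably expressing self-ubiquitinating, self-degrading MDM2 E3–luciferase fusion · Amount – 2000 cells seeded into each well · Measure – % luminescence enhancement versus blank-corrected plate control mean · Measured by – SteadyLite luminescence, 15 min reagent step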
p97 ATPase inh = blocks human p97 ATPase activity; P55072; inhibition, % at 8 µM; recombinant p97 ATPase, Kinase-Glo ATP luminescence, 3 h; 0.42% of 220,000 active; in the data active means inhibition above about 15%;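 further: 0% = DMSO vehicle and 100% = wells lacking enzyme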
hK5 inh = kallikrein 5 (human) inhibition; Q9Y337; recombinant hK5, fluorogenic AMC substrate cleavage; inhibition, % at 5 µM; 0.59% of 210,000 active;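 active means inhibition of 40% or more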;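 further: 0% = enzyme controls without compound and 100% = no-enzyme blanks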
Wee1 stabilizer = blocks degradation of human Wee1 kinase. reporter increase, % at 5 µM. HeLa Luc-Wee1K328M stability, luciferase luminescence; 100% = proteasome inhibitor MG132 effect. P30291. 1.2% of 220,000 active;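 active means activation above the mean of all tested compounds plus 3 SD, set per screening run, cut at about 8.8% in these data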;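 further: cells exposed to compound for 20 h before luminescence read; 0% = DMSO alone and 100% = MG132 at 30 µM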
Target sequence (P30291 whole entry K328M): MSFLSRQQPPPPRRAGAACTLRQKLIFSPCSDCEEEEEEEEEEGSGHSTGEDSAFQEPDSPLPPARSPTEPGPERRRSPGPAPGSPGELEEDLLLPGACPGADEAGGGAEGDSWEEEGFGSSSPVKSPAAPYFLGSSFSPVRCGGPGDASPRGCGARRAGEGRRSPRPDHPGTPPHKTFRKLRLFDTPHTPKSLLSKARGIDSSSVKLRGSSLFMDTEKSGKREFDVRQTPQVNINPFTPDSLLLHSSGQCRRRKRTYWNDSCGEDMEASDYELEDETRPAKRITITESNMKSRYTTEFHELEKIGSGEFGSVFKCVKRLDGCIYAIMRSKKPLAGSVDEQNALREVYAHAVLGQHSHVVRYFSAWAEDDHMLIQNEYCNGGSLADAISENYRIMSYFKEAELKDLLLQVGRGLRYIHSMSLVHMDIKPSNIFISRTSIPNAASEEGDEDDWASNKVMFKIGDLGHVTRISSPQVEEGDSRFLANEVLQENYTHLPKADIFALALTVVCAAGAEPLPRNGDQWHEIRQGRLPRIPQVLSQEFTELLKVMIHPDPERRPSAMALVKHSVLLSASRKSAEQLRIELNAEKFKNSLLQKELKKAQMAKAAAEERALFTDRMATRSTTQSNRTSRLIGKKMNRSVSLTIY
FXIIa inh = inhibitors of human coagulation factor XIIa; P00748; purified FXIIa, Boc-QGR-AMC fluorogenic substrate, 2 h; inhibition, % at 5 µM; 0.3% of 220,000 active; in the data active means inhibition above about 40%;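 further: 0% = enzyme with no compound and 100% = blank without enzyme; many of its hits are not listed in these tables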
FXIa inh 1536 = blocks human coagulation factor XIa protease activity | inhibition, % at 5 µM | 0.14% of 220,000 active | purified FXIa, Boc-Glu-Ala-Arg-AMC fluorogenic substrate | AID 798;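 active means inhibition of at least 40%; inactive means inhibition below 40%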;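 further: fluorescence of freed AMC excited at 355 nm; 0% = enzyme without compound and 100% = no enzyme blank; many of its hits are not listed in these tables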
eIF4E 4G PPI = eIF4E/eIF4G interaction inhibition in translation initiation. P63073+Q04637. TR-FRET eIF4E-eIF4GI(517-606) binding, 2 h. inhibition, % at 21.7 µM. 0.37% of 220,000 active. AID 782;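 active means inhibition above about 30%, limit read from the data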;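 further: 0% = full FRET control wells and 100% = background wells lacking eIF4GI fragment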
Active calls of the source: *; / = not tested or not shown; & = joins results of further samples; [ ] = remark or other dose.

SMILES | Rad51 HR inh | 14-3-3 Bad inh | MDM2 E3 inh | p97 ATPase inh | hK5 inh | Wee1 stabilizer | FXIIa inh | FXIa inh 1536 | eIF4E 4G PPI
Cc1ccc(OCc2n[nH]c(=S)n2Cc2ccccc2)cc1 | 0 | -14 | 6 | 7 | -6 | -3 | -2 | -6 | 0
N#CC(C(=O)Nc1cccc(Cl)c1)=C1Nc2ccccc2N1 | 5 | -16 | -3 | 3 | -13 | 6 | 21 | 9 | -4
CCOc1ccc(Br)cc1S(=O)(=O)Nc1ccc(Cl)c(S(=O)(=O)N(C)C)c1 | 0 | 10[fluorescence artefact?] | -10 | -1 | -1 | 4 | 3 | 1 | 2[fluorescence artefact?]
N#CCc1cc2ccc3cccc4ccc(c1)c2c34 | / | -2 | -6 | 3 | 2 | 22* | 10 | 4 | 0
CCOc1ccc2nc(NC(=O)C(CCSC)NS(=O)(=O)c3cccs3)sc2c1 (stereo not drawn) | 8 | 0 | -13 | 3 | 1 | 0 | 12 | 4 | -10
O=C(CCn1c(=O)oc2ccccc21)Nc1nccs1 | -2 | -2 | -12 | 2 | -6 | 1 | 18 | -2 | -4
Cc1ccc(C(=O)Oc2cccc(NC(=O)c3cccs3)c2)cc1S(=O)(=O)N1CCOCC1 | 9 | 19 | -10 | 0 | -5 | 0 | 17 | 3 | -26
Cc1ccc(Nc2nnc(SCc3ccccc3)s2)cc1 | -5 | -2 | -10 | 3 | 8 | 0 | 11 | 9 | -2
Cc1ccc2cc(CCNC(=O)c3cccs3)c(=O)[nH]c2c1 | / | 7 | / | 6 | -9 | 0 | 6 | 11 | 2[fluorescence artefact?]
COc1ccc(/C=N/NC(=O)COc2ccc(Cl)cc2Cl)cc1Cn1nc(C)cc1C | -5 | 27 | -15 | -12 | 0 | 2 | 11 | 3 | 0
Cc1cccc(N(C(=O)CNC(=O)c2ccco2)C(C(=O)NCC2CCCO2)c2ccccc2)c1 (stereo not drawn) | 3 | 1 | -4 | -2 | 4 | -1 | 4 | 0 | 0
C#CCn1c(=NC(=O)c2sc3ccccc3c2Cl)sc2cc(S(N)(=O)=O)ccc21 | / | 77*[fluorescence artefact?] | -9 | 6 | -2 | 7 | 9 | 8 | 14
Cc1ccc(-c2nn3c(C)nnc3s2)cc1NCc1c(F)cccc1Cl | -7 | 1 | -6 | 4 | -22 | -2 | -7 | -5 | -17
CC(C)CC1C2C(=O)N(c3ccccc3)C(=O)C2ON1c1ccccc1 (stereo not drawn) | -1 | -3 | 3 | -1 | -7 | 0 | 1 | -6 | -4
c1ccc(-c2nc[nH]c2-c2ccccc2)cc1 | -1&-12 | 14&24 | -2&-2 | 1&-1 | -6&1 | -5&2 | 8&6 | 3&2 | 2&-1
O=C(O)Cc1ccc(NS(=O)(=O)c2c(Cl)cccc2Cl)cc1 | 3 | -10 | -3 | 1 | 0 | 1 | 9 | -1 | -3
Cc1nc2cc(NC(=O)COc3ccc(C#N)cc3)ccc2n1-c1ccccc1 | 6 | 5 | 5 | 3 | -4 | 2 | 10 | -1 | 4
Cn1c(CSc2nc3ccc(Br)cc3[nH]2)nc2ccccc21 | -4 | 17 | 7 | -4 | -149 | -1 | 19 | 7 | 20
CCOC(=O)/C(=N\Nc1ccccc1)P(=O)(c1ccccc1)c1ccccc1 | 0 | -2 | -6 | -13 | 4 | 8 | 13 | 2 | -4
COc1cc(/C=C/C(=O)c2ccc(F)cc2)cc(OC)c1OC | 1 | 7 | -11 | 1 | -16 | 3 | -5 | -6 | 0
Cc1ccc(C(=O)Nc2ccccc2C(=O)NCc2ccco2)cc1S(=O)(=O)N1CCCCC1 | -5 | 1 | -2 | 9 | 7 | 0 | 17 | 5 | -3
O=C(O)[C@H](Cc1ccccc1)NC(=O)N1CCN(c2ccc(F)cc2)CC1 | / | -6 | -10 | 5 | 4 | 3 | 11 | 5 | -4
CCCCOc1ccc(NC2=NC3(CCCC3)N=C(N)N2)cc1 | -5 | 14 | -7 | -1 | 13 | 1 | 7 | -8 | 2
CCOC(=O)N1CCN(c2nc3ccccc3n3cnnc23)CC1 | / | 1 | -9 | 6 | 6 | 0 | 12 | 6 | -12
Cc1noc2ncnc(N3CCN(c4cccc(Cl)c4)CC3)c12 | 15 | -19 | -14 | 4 | -4 | -2 | 5 | 2 | 0
CSCc1c(C(=O)NC2CCCc3ccccc32)oc2ccccc12 (stereo not drawn) | -5 | -8 | -2 | 1 | -7 | -1 | 5 | -4 | 4
C=CC[C@@H]1C=C[C@H](O/N=C/c2ccc(C(=O)N3[C@H](c4ccc(C)cc4)[C@@H](C)CC[C@H]3C(=O)OC)cc2)[C@@H](CO)O1 | / | -7 | / | -3 | -11 | -3 | 10 | 2 | 7
O=C(NC(=S)Nc1nc(-c2cccc3ccccc23)cs1)c1cc2ccccc2o1 | -6 | -3 | -10 | 2 | -1 | -1 | 2 | -1 | 0
CC(C)(C)c1ccc(C(=O)N2CCC(C(=O)NCc3ccncc3)CC2)cc1 | 3 | 12 | -14 | -6 | -14 | -2 | 13 | 5 | 5
NCC(O)COc1ccc2c(c1)OCO2 (stereo not drawn) | 8 | 7 | -15 | -3 | 0 | -1 | 12 | 4 | 4
O=C(NCCc1c[nH]c2ccccc12)/C(=C\c1cccnc1)NC(=O)c1cccs1 | -6 | 6 | -13 | 4 | -11 | 5 | 26 | 20 | 13
CC(C)(C)NC(=O)/C=C/c1ccc(C(F)(F)F)cc1 | / | 2[fluorescence artefact?] | -9 | 4 | -10 | 1 | 1 | 3 | 1
COc1ccc(N=C2SC(C(N)=O)CC(=O)N2CCc2ccc(OC)c(OC)c2)cc1 (stereo not drawn) | -3 | -8 | -18 | 1 | -11 | -1 | -4 | -12 | 7
O=C1CSC(c2cccnc2)N1c1ccccc1 (stereo not drawn) | -14 | -1 | -7 | -2 | 16 | 3 | 2 | -15 | 2
O=C(O)COc1cnc2ccccc2n1 | -39 | -4 | -3 | 6 | -9 | -1 | 1 | -5 | 1
CNC(=S)N/N=C(\C)c1ccc2c(c1)OCCO2 | -48 | 0 | -5 | 2 | -15 | -1 | 21 | 19 | -4
CC(=O)c1sc(NC(=O)c2ccccc2F)nc1C | 0 | 6 | -38 | -15 | -2 | 3 | -6 | -8 | -7
COc1ccc(C2CC3(O)NC(=O)C(C#N)(C3C)C2(C#N)C#N)cc1 (stereo not drawn) | / | -8 | -14 | 1 | 0 | 8 | 5 | 1 | -5
Cc1cc(C)n(-c2cc(Cl)ccc2[N+](=O)[O-])n1 | 4 | -9 | -6 | 10 | -4 | 1 | 2 | -4 | -2
CS(=O)(=O)N1CCN(C(=O)c2ccncc2)CC1 | -2 | -4 | -6 | 3 | 8 | 0 | -2 | 3 | 2
COc1cccc(F)c1C(C[N+](=O)[O-])c1c(N)n(C)c(=O)n(C)c1=O (stereo not drawn) | 17 | 3 | -5 | -1 | 2 | 0 | 13 | 2 | 2
Cc1ccc(S(=O)(=O)N2CCN(C(=O)COC(=O)COc3ccccc3)CC2)cc1 | -1 | -3 | -1 | -3 | -13 | -2 | 9 | 3 | 4[fluorescence artefact?]
CC(c1ccccc1)n1cc(C(=O)NCc2ccccn2)nn1 (stereo not drawn) | 5 | -12 | -10 | 0 | -8 | 3 | 17 | 3 | -4
CC(CN1CCCCC1)OC(=O)c1ccc2c(c1)OCO2 (stereo not drawn) | 1 | 28 | -13 | 5 | 3 | -1 | 6 | 1 | -3
CCCc1ccc(Oc2cc(Cl)nc(N)n2)cc1 | / | -18 | -1 | 7 | -1 | 1 | 14 | 8 | -2[fluorescence artefact?]
CCOC(=O)C1(C)/C(=N/Nc2ccccc2OC)C(=O)C(=O)N1c1ccccc1 (stereo not drawn) | 9 | -8 | -2 | 2 | -3 | -3 | 8 | -4 | 0
Cc1cccc(-c2noc(CCC(=O)NCc3ccco3)n2)c1 | -6 | 2[fluorescence artefact?] | -20 | 0 | -24 | 5 | 11 | -3 | -10[fluorescence artefact?]
CCCc1cnc(N2CCN(S(C)(=O)=O)CC2)nc1 | 9 | -5 | -7 | 6 | -7 | 5 | 5 | -7 | 0
OC1CCCN(Cc2cccc3ccccc23)C1 (stereo not drawn) | 3 | -2 | 0 | 2 | -18 | 6 | 5 | -7 | -2
COCCCNc1nc2c(c(=O)n(C)c(=O)n2C)n1Cc1cccc(OC)c1 | -2 | -10 | -18 | -2 | 4 | -2 | -1 | -3 | 0
CC(=O)Nc1c2c3c(cccc3n(C)c1=O)C(=O)c1ccccc1-2 | -16 | 11 | -3 | 1 | 0 | -1 | 18 | 1 | 4
COC(=O)c1c(NC(=O)/C=C/C(=O)O)sc(C)c1-c1ccc(C)cc1 | 1 | -2 | -90 | -3 | 3 | -2 | 20 | 27 | 1
C#CCOCCOCCOCCNc1nc(N2CCOCC2)nc(N2CCN(C(=O)[C@H]([C@@H](C)O)n3cc(CCCCN)nn3)CC2)n1 | -9 | 45 | / | -2 | -4 | 0 | 10 | 6 | 11
CN1CCN(C(=S)NC(=O)c2ccc(C(C)(C)C)cc2)CC1 | / | -8 | 1 | 1 | -11 | 6 | 17 | 8 | 3
O=[N+]([O-])c1cnc2ccccn12 | / | -3 | 0 | 6 | 4 | 2 | 11 | 3 | -1
COc1ccc(CSCC(=O)N/N=C/c2ccccc2O)cc1 | -2 | 3 | -89 | -5 | 0 | -2 | 17 | -11 | 0
CCOC(=O)C1(CC2CC2)CCN(Cc2cn[nH]c2-c2cccc(F)c2)CC1 | / | -6 | 0 | 1 | 18 | 3 | 13 | 2 | 1
O=C(COC(=O)c1cccnc1Cl)c1ccccc1 | 1 | -2 | -8 | -3 | 4 | -1 | 2 | -7 | 2

By substructure: the compounds so far with a tert-butyl group.
SMILES | Rad51 HR inh | 14-3-3 Bad inh | MDM2 E3 inh | p97 ATPase inh | hK5 inh | Wee1 stabilizer | FXIIa inh | FXIa inh 1536 | eIF4E 4G PPI
CC(C)(C)c1ccc(C(=O)N2CCC(C(=O)NCc3ccncc3)CC2)cc1 | 3 | 12 | -14 | -6 | -14 | -2 | 13 | 5 | 5
CC(C)(C)NC(=O)/C=C/c1ccc(C(F)(F)F)cc1 | / | 2[fluorescence artefact?] | -9 | 4 | -10 | 1 | 1 | 3 | 1
CN1CCN(C(=S)NC(=O)c2ccc(C(C)(C)C)cc2)CC1 | / | -8 | 1 | 1 | -11 | 6 | 17 | 8 | 3

Among those listed so far, 5 have a furan ring, fused or not.
SMILES | Rad51 HR inh | 14-3-3 Bad inh | MDM2 E3 inh | p97 ATPase inh | hK5 inh | Wee1 stabilizer | FXIIa inh | FXIa inh 1536 | eIF4E 4G PPI
Cc1cccc(N(C(=O)CNC(=O)c2ccco2)C(C(=O)NCC2CCCO2)c2ccccc2)c1 (stereo not drawn) | 3 | 1 | -4 | -2 | 4 | -1 | 4 | 0 | 0
Cc1ccc(C(=O)Nc2ccccc2C(=O)NCc2ccco2)cc1S(=O)(=O)N1CCCCC1 | -5 | 1 | -2 | 9 | 7 | 0 | 17 | 5 | -3
CSCc1c(C(=O)NC2CCCc3ccccc32)oc2ccccc12 (stereo not drawn) | -5 | -8 | -2 | 1 | -7 | -1 | 5 | -4 | 4
O=C(NC(=S)Nc1nc(-c2cccc3ccccc23)cs1)c1cc2ccccc2o1 | -6 | -3 | -10 | 2 | -1 | -1 | 2 | -1 | 0
Cc1cccc(-c2noc(CCC(=O)NCc3ccco3)n2)c1 | -6 | 2[fluorescence artefact?] | -20 | 0 | -24 | 5 | 11 | -3 | -10[fluorescence artefact?]
